L3MBTL1 block – qHTS Assay for the Inhibitors of L3MBTL1; Lethal(3)malignant brain tumor-like protein 1 (Homo sapiens), Q9Y468; AlphaScreen L3MBTL1–H3K9me1 peptide binding; Potency, µM (highest dose often 57.1 µM), inactives show at the highest dose activity, negative = inhibition, actives largely listed as inhibitors; actives 0.66% (n = 230,000); further: on the % scale 0 is the no-effect control and ±100 the full control effect; nearly all actives have a fitted effect of over 60% in size
Target sequence (Q9Y468 whole entry, looked up): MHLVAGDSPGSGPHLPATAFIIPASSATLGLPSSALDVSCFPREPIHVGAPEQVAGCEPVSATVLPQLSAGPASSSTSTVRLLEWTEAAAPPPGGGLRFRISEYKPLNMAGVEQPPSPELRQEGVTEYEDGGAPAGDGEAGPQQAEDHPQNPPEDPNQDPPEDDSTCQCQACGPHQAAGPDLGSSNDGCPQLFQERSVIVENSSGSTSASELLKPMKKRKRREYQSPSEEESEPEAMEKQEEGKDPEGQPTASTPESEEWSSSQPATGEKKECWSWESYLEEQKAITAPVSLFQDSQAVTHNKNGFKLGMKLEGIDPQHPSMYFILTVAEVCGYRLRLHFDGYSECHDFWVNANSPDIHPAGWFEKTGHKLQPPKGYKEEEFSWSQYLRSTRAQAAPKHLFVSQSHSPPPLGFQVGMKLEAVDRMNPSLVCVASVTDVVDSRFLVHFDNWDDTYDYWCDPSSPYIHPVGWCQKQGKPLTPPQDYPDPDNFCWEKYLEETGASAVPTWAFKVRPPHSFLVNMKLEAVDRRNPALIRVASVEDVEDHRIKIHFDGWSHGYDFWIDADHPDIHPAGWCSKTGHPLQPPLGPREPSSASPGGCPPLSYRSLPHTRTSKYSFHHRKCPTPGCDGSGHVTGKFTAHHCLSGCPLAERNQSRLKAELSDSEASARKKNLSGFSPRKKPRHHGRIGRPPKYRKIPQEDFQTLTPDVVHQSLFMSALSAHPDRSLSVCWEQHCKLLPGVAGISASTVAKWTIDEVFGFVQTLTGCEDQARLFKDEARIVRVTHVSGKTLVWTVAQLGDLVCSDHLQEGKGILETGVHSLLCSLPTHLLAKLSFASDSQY
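AlphaScreen assay: L3MBTL1 (50 nM final) was preincubated 30 min at room temperature with biotinylated H3(1-15)K9me1 peptide (75 nM final), then 30 min with library compounds; streptavidin donor and nickel chelate acceptor beads (10 ug/mL final) added, 30 min dark.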
HTT cytoprotect – qHTS Multiplex Assay to Identify Dual Action Probes in a Cell Model of Huntington: Cytoprotection (ATP). Potency, µM (highest dose often 56.4 µM), without a hit: cytoprotection (ATP increase), most hits filed as activators. AID 1471, 2008. PC12 HTT-Q103 induced, cytoprotection, ATP luminescence, 40 h. actives 0.14% (n = 230,000);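 further: % of control where 0% means no effect; nearly all actives have a fitted effect of over 45% in size; toxic huntingtin expression switched on by the ecdysone agonist tebufenozide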
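Stable PC12 Q103-GFP cells in serum-supplemented, phenol red-free DMEM; induction by tebufenozide at 100 nM final; compound dose series; cell viability quantified luminescently from ATP.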
Tau fluor cs – Counterscreen qHTS for Inhibitors of Tau Fibril Formation, Fluorescence Polarization; tau K18 P301L Alexa594 fluorescence, heparin fibrillization; Potency, µM (titrated, usually from 57.7 µM), without a hit: top-dose activity change, negative = decrease; actives 0.93% (n = 280,000); AID 1463, 2008; further: on the % scale 0 is the no-effect control and ±100 the full control effect; nearly all actives have a fitted effect of over 55% in size
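Human tau K18 P301L (15 uM unlabeled, 0.24 uM Alexa 594-labeled) in 100 mM sodium acetate pH 7 with 20 uM heparin, 6 hr at 37 C. ThT 30 uM added, 1 hr ambient; Alexa 594 FP and total fluorescence read at 555/632 nm.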
Tau FP inhib – qHTS for Inhibitors of Tau Fibril Formation, Fluorescence Polarization. K18 P301L tau heparin fibrillization, Alexa594 FP, 6 h. actives 0.39% (n = 280,000). Microtubule-associated protein tau (Homo sapiens), P10636. Potency, µM (top dose mostly 57.7 µM), without a hit: at the highest dose activity, negative = inhibition, usual class: inhibitors. AID 1468, 2008; further: on the % scale 0 is the no-effect control and ±100 the full control effect; nearly all actives have a fitted effect of over 55% in size
Target sequence (P10636 561-689 P618L limits assumed): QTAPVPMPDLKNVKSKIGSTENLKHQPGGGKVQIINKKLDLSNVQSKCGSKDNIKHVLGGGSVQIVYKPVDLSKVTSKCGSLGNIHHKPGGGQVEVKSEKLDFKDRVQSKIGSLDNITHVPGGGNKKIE
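Human tau K18 […] P301L fragment, 15 uM unlabeled plus 0.24 uM Alexa 594-labeled tau (final), with compound and 20 uM heparin in 100 mM sodium acetate pH 7; 6 hr at 37 C, then Alexa 594 FP read.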
TRb SRC2 PPI – qHTS for Inhibitors of the Interaction of Thyroid Hormone Receptor and Steroid Receptor Coregulator 2. Potency, µM (series often up to 106 µM), without a hit: at the highest dose activity change, negative = inhibition, actives largely listed as inhibitors. TRbeta-SRC2 peptide binding, fluorescence polarization; receptor liganded with 1 µM T3. actives 0.065% (n = 280,000). Thyroid hormone receptor beta (Homo sapiens), P10828;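 further: plate controls were bound peptide for no effect and peptide without receptor for full effect; nearly all actives have a fitted effect of over 50% in size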
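Binding of a 20-amino-acid Texas Red SRC2 peptide (20 nM) to TRb ligand-binding domain (0.6 uM) with agonist T3 at 1 uM was followed by fluorescence polarization after a 5 hr room-temperature incubation.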
RECQ1 helicase – qHTS Assay for Inhibitors of RecQ-Like Dna Helicase 1 (RECQ1); actives 0.54% (n = 240,000); Potency, µM (series often up to 57.3 µM), without a hit: top-dose activity, negative = inhibition, actives largely listed as inhibitors; RECQ1 DNA unwinding, red fluorescence kinetic read; AID 2549, 2010; ATP-dependent DNA helicase Q1 (Homo sapiens), P46063;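 further: plate controls were vehicle for no effect and no enzyme for full effect; nearly all actives have a fitted effect of over 30% in size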
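50 nM RECQ1T1 preincubated 15 min with compound in Tris pH 8.0 buffer with MgCl2, DTT, Tween-20 and 2.5 ug/ml poly(dI-dC); started with 200 nM TAMRA/BHQ-2 forked duplex and 2 mM ATP. Unwinding read as fluorescence (525/598 nm), two reads 2 h apart.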
TR SRC2 fluor cs – Total Fluorescence Counterscreen for Inhibitors of the Interaction of Thyroid Hormone Receptor and Steroid Receptor Coregulator 2; Potency, µM (highest dose often 106 µM), for the others: at the top dose fluorescence change, negative = quenching; actives 0.29% (n = 280,000); TRb/SRC2 Texas Red total fluorescence interference; active means well fitted curve in either direction with a large enough effect; inconclusive means small, poorly fitted or top-dose-only effect; further: on the % scale 0 is the no-effect control and ±100 the full control effect
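Flags fluorescent or light-absorbing compounds by total fluorescence, S + 2P, at 555 nm excitation and 632 nm emission. Mixture: 20 nM Texas Red SRC2 peptide, 0.6 uM human TRb LBD, 1 uM T3, 5% DMSO; compound exposure 5 h at ambient temperature.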
Tau ThT inhib – qHTS for Inhibitors of Tau Fibril Formation, Thioflavin T Binding; Microtubule-associated protein tau (Homo sapiens), P10636; recombinant tau K18 P301L (four-repeat tau fragment), heparin-induced fibrillization, ThT fluorescence; Potency, µM (highest dose often 57.4 µM), for inactives: top-dose activity, negative = inhibition, most hits filed as inhibitors; actives 2.1% (n = 270,000); AID 1460, 2008; further: on the % scale 0 is the no-effect control and ±100 the full control effect; nearly all actives have a fitted effect of over 55% in size
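Heparin-induced fibrillization of the P301L-mutant K18 repeat-domain fragment of human tau was followed by ThT binding in quantitative high-throughput format.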
Active calls of the source: *; i = inactive; u = inconclusive; x = no result given; [ ] = dose if it differs, or a comment. Unless noted, the call rests on the fitted dose curve; in most records, active means well fitted curve in the direction sought with a large enough effect; inconclusive means small, poorly fitted or top-dose-only effect, or another doubt; inactive means no such curve, though single readings can be large; an effect the other way counts as inactive or inconclusive. Potency means the concentration at half of the fitted maximal effect. Only part of the results is shown, so the mix of outcomes need not match the whole.

SMILES | L3MBTL1 block | HTT cytoprotect | Tau fluor cs | Tau FP inhib | TRb SRC2 PPI | RECQ1 helicase | TR SRC2 fluor cs | Tau ThT inhib
Cc1ccc(Nc2nc(CSc3nnc(-c4ccccc4C)n3C)cs2)cc1 | -13% | -17%[10 µM] | u | 7% | 3% | -8% | -6% | u
Cc1ccnn1Cc1cc(C(=O)O)c2ccccc2n1 | 10% | -1% | -4% | 0% | -2% | 0% | -7% | -4%
CCn1c(COc2ccc(=O)n(-c3ccccc3)n2)nnc1SCc1cccc(OC)c1 | -2% | -15% | -6% | 1% | -6% | 10% | 2% | -15%
CCOC(=O)c1cc(-c2ccncc2)nc2c1c(C)nn2-c1ccccn1 | -3% | 0%[10 µM] | -13% | 6% | -13% | 28% | -8% | u
CCOc1ccc(C(=O)NCC(=O)OCC(=O)N2C(C)CCCC2C)cc1 (configuration not stated) | x | 19%[10 µM] | -8% | 1% | -6% | i | -3% | -10%
COc1ccc(C=Nc2ccc3[nH]ncc3c2)c(O)c1 | 3% | x | -8% | 2% | -2% | i | -4% | u
COCCn1c(=O)[nH]c(=O)c2c1nc(-c1cc(Br)c3c(c1)OCO3)n2Cc1ccccc1 | -6% | 5%[10 µM] | 10% | 6% | 6% | -6% | 5% | -3%
N=C1c2ccccc2CN1NC(=O)COc1ccc(Cl)cc1 | -13% | -21% | -1% | 4% | -6% | -13% | 0% | -3%
COC(=O)c1cc(COC(=O)c2nc3nc(C)cc(C)n3n2)oc1C | 5% | -3% | 4% | 3% | -8% | i | -1% | -2%
O=C(COc1ccc(Cl)cc1Br)N1CCN(c2ccccc2)CC1 | -4% | 18% | -18% | 2% | -10% | i | -4% | -16%
Cc1ccc(NC(=O)c2c(Nc3ccccc3C)sc(C(=O)c3ccccc3)c2N)cc1 | x | x | u | 2% | 4% | x | 3% | -16%
CCOc1ccccc1NC(=O)c1cccc(NC(=O)c2ccco2)c1 | 2% | -22%[10 µM] | -20% | -2% | -13% | -20% | 0% | -11%

Six records drawn at random from those above:
SMILES | L3MBTL1 block | HTT cytoprotect | Tau fluor cs | Tau FP inhib | TRb SRC2 PPI | RECQ1 helicase | TR SRC2 fluor cs | Tau ThT inhib
CCn1c(COc2ccc(=O)n(-c3ccccc3)n2)nnc1SCc1cccc(OC)c1 | -2% | -15% | -6% | 1% | -6% | 10% | 2% | -15%
COC(=O)c1cc(COC(=O)c2nc3nc(C)cc(C)n3n2)oc1C | 5% | -3% | 4% | 3% | -8% | i | -1% | -2%
Cc1ccc(Nc2nc(CSc3nnc(-c4ccccc4C)n3C)cs2)cc1 | -13% | -17%[10 µM] | u | 7% | 3% | -8% | -6% | u
CCOc1ccc(C(=O)NCC(=O)OCC(=O)N2C(C)CCCC2C)cc1 (configuration not stated) | x | 19%[10 µM] | -8% | 1% | -6% | i | -3% | -10%
CCOc1ccccc1NC(=O)c1cccc(NC(=O)c2ccco2)c1 | 2% | -22%[10 µM] | -20% | -2% | -13% | -20% | 0% | -11%
N=C1c2ccccc2CN1NC(=O)COc1ccc(Cl)cc1 | -13% | -21% | -1% | 4% | -6% | -13% | 0% | -3%

Next part
SMILES | L3MBTL1 block | HTT cytoprotect | Tau fluor cs | Tau FP inhib | TRb SRC2 PPI | RECQ1 helicase | TR SRC2 fluor cs | Tau ThT inhib
N=c1sccn1CC(=O)Nc1cccc(Oc2ccccc2)c1 | -1% | -26%[10 µM] | -14% | -1% | -19% | 6% | -2% | -1%
CCc1cccc(C)c1NC(=O)COC(=O)C(NS(=O)(=O)c1ccc(Cl)cc1)C(C)O (configuration not stated) | 4% | x | -5% | u | -1% | -2% | -3% | -2%
CCn1ccnc1CN1CCc2c([nH]c3ccccc23)C1C1CCCCC1 (configuration not stated) | -18% | -6%[10 µM] | -21% | -6% | 2% | -6% | -1% | u
CC1=C(C(=O)OC2CCCCC2)C(c2cccs2)n2c(nc3ccccc32)N1 (configuration not stated) | -4% | x | -23% | -11% | -3% | 5% | -2% | -11%
O=c1cc(-c2ccccc2)n(S(=O)(=O)c2ccccc2)o1 | x | -18% | -16% | 8% | -9% | i | -1% | u
CN(CCc1nc2ccccc2[nH]1)Cc1nc(CC2CC2)no1 | -3% | 3%[10 µM] | 2% | 3% | 3%[53 µM] | 15% | 0%[53 µM] | 0%
CSc1ccc(/C=N\NC(=O)COc2ccc(Cl)cc2Br)cc1 | -5% | -89%[inhibitor] | u | u | -13% | 1% | -2% | u
Cc1ccc(CS(=O)(=O)CCC(=O)NCCC(C)C)cc1 | 0% | -1% | -4% | -1% | -2% | 8% | 0% | 5%
Cc1ccc(-n2c(=O)[nH]c3cc(C(=O)NCCc4ccccc4)ccc3c2=O)cc1 | x | x | 3% | -8% | -8% | x | -1% | -4%
Cc1ccc(O)c(C(=O)c2cc(C#N)c3nc4ccccc4n3c2)c1 | u | -38% | 3% | -8% | -3% | -2% | -7% | u
CC(C(=O)OCC(=O)c1ccccc1)N1C(=O)C2C3CCC(C3)C2C1=O (configuration not stated) | x | 5% | -6% | 2% | -6% | -11% | -5% | -1%
Cc1cccc(OCCn2c(=S)[nH]c3ccccc32)c1 | u | 3%[10 µM] | 8% | 7% | 6% | -4% | 0% | 9%
COc1ccc(NC(=O)CC2C(=O)N(c3ccccc3)C(=O)N2C2CCCCC2)cc1 (configuration not stated) | x | x | -12% | 3% | 0% | x | 0% | 6%
Cc1ccc(NC(=O)C(=O)NCC2CCN(C(=O)c3cccc([N+](=O)[O-])c3)CC2)cc1 | -1% | 5%[10 µM] | -15% | 7% | -4% | -1% | 0% | -14%
CN1N=C2c3ccccc3CCC2C1c1ccc(C(F)(F)F)cc1 (configuration not stated) | x | -7%[10 µM] | -11% | -4% | 1% | -10% | 1% | x
CCc1nc(-c2ccccc2)c2ccccn12 | x | -15% | -23% | 6% | -11% | -3% | 1% | u
COc1ccc(CCNC(=O)C2CCN(S(=O)(=O)c3c(C)noc3C)CC2)cc1OC | x | -8% | -1% | -1% | -10% | 7% | 2% | -7%
O=C(Nc1ccccc1C(=O)NCCN1CCOCC1)c1ccco1 | 22% | -3%[0.074 µM] | -2% | -4% | 12% | 8% | -2% | 2%
C=CCN1C(=O)S/C(=C\c2ccc3c(c2)n(C)c(=O)n3C)C1=O | 8% | 12%[10 µM] | 0% | -6% | 0% | -3% | -3% | 0%
CCC(=O)Nc1sc2c(c1C(=O)Nc1ccc(Br)cc1)CCCCC2 | x | x | -12% | -3% | -9% | x | 3% | -13%
O=C1C=C(NCc2ccc(Cl)cc2)CCC1 | 1% | 17%[10 µM] | -4% | -10% | -8% | -9% | 1% | 4%
CCOC(=O)c1c(C)oc2nc(C)nc(Nc3cc(C)ccc3OC)c12 | x | x | -17% | -3% | 0% | x | 1% | -10%
CC(=O)C1C(c2ccc(Cl)cc2)NC(=O)NC1(O)C(F)(F)F (configuration not stated) | 4% | 1% | -5% | 0% | 2% | -1% | -1% | -6%
CCC1CN(C(=O)NCc2ccccc2)c2cc(C)ccc2O1 (configuration not stated) | x | x | -29% | u | 0% | x | 4% | -4%
O=C(c1cc(S(=O)(=O)N2CCCCC2)ccc1N1CCOCC1)N1CCN(Cc2ccccc2)CC1 | 7% | -6% | 2% | 5% | -5% | -3% | 0% | -4%
CCc1ccc(Cn2c(CNS(=O)(=O)c3ccc4c(c3)CCCC4)nc3cccnc32)cc1 | x | x | -18% | 11% | 2% | x | -4% | -13%
CCC(=O)NC(c1ccco1)c1cc(Cl)c2cccnc2c1O (configuration not stated) | -28% | -66%[inhibitor][10 µM] | -3% | 6% | 2% | i | -2% | -4%
O=C(CC(=O)c1ccccc1)Nc1cc(C(F)(F)F)ccc1Cl | -7% | 8%[10 µM] | 1% | 2% | 8% | -2% | 9% | 2%
CCCCn1nc(C(=O)Oc2ccc3c(C)cc(=O)oc3c2)c2ccccc2c1=O | 10% | 26%[10 µM] | -4% | 1% | 10% | -2% | 0% | u
CCCCCCOc1cccc(N)c1 | 3% | -6% | -14% | 6% | 1% | i | -5% | -12%
COc1ccc(C(=O)COC(=O)[C@H](C)Nc2ccc(C(F)(F)F)cc2[N+](=O)[O-])cc1 | x | -7% | -7% | -10% | 1% | -4% | -1% | -11%
CCOC(=O)N1CCN(CC(=O)Nc2ccc(C)cc2)CC1 | x | -9% | 0% | 4% | 1% | i | 1% | 0%
